Source: PubChem BioAssay (Broad Institute)
U2OS ROS induce – raises reactive oxygen species in U2OS cancer cells | U2OS ROS induction, H2DCF-DA fluorescence | ROS induction (% of piperlongumine), % at 10 µM | actives 2% (n = 46,000); in the data active means ROS induction above about 79%, passing the limit was not always enough; inconclusive means no clear call, values can overlap the other calls;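 further: 0% = DMSO vehicle median and 100% = reference compound median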
* hit, by the source's call; ? = inconclusive.

structure	U2OS ROS induce
CN(C)CCCN1C(=O)C(=O)C(C(=O)c2ccco2)C1c1cccc([N+](=O)[O-])c1 (stereo unspecified)	-11.7
Cn1c(SCc2nn[nH]n2)nc2c1c(=O)n(Cc1ccccc1Cl)c(=O)n2C	-12.9
COc1ccc(CCNc2nc3c(c(C(F)(F)F)n2)CC(C)CC3)cc1OC (stereo unspecified)	-2.5
Cn1c(SCC(=O)Nc2ccc3c(c2)OCCO3)nnc1-c1cnccn1	-8.7
CC(=O)N(CC(C)C(=O)O)c1c(I)cc(I)c(N)c1I (stereo unspecified)	-11.2
CC(=O)OCC1OC(n2ccc(=O)[nH]c2=O)C(OC(C)=O)C1OC(C)=O (stereo unspecified)	-9.5
C[C@H]1CN([C@@H](C)CO)C(=O)c2cccc(NC(=O)c3ccc(-c4nccs4)cc3)c2O[C@H]1CN(C)S(=O)(=O)c1ccc(Cl)cc1	-7.1
COc1ccc(NC(=O)N(C)C[C@H]2OCCCC[C@@H](C)Oc3ccc(NS(C)(=O)=O)cc3C(=O)N([C@H](C)CO)C[C@@H]2C)cc1	-4.2
CC(=O)N/C(=C/c1ccc(Cl)c(Cl)c1)C(=O)O	12.0
C[C@@H]1CN([C@H](C)CO)C(=O)c2cc(NC(=O)C3CCCCC3)ccc2O[C@@H]1CN(C)C	5.4
CSc1ccc(-c2cccs2)nn1	-11.9
O=c1c2sccc2nc(SCc2ccccc2)n1CCc1ccccc1	28.1
C[C@H](CO)N1C[C@H](C)[C@H](CN(C)S(=O)(=O)c2cccc(F)c2)Oc2ncc(-c3cccc(C(F)(F)F)c3)cc2C1=O	30.7
Cc1cc(C)c2c(n1)sc1c(=O)n(/N=C/c3ccccc3)cnc12	27.0
COC(OC)c1nc(SCC(=O)Nc2ccc(C(C)C)cc2)ncc1C(=O)O	18.7

Entries listed so far that have fluorine (2):
structure	U2OS ROS induce
COc1ccc(CCNc2nc3c(c(C(F)(F)F)n2)CC(C)CC3)cc1OC (stereo unspecified)	-2.5
C[C@H](CO)N1C[C@H](C)[C@H](CN(C)S(=O)(=O)c2cccc(F)c2)Oc2ncc(-c3cccc(C(F)(F)F)c3)cc2C1=O	30.7

Later entries:
structure	U2OS ROS induce
COc1ccc(NC(=O)Nc2ccc3c(c2)C(=O)N([C@H](C)CO)C[C@H](C)[C@H](CN(C)C(=O)Nc2cccc4ccccc24)OCCCC[C@@H](C)O3)cc1	13.2
CCc1ccc2c(c1)=C(c1[nH]c(=S)[nH]c1O)C(=O)N=2	124.3*
C[C@H]1CN([C@@H](C)CO)C(=O)c2cc(NC(=O)Nc3cccc4ccccc34)ccc2O[C@@H]1CN(C)S(=O)(=O)c1ccccc1	32.6
CC(=O)NC1CC(C)(C)N(OC(=O)c2ccccn2)C(C)(C)C1	-4.5
Cc1c(CCC(=O)O)c(=O)n2c([nH]c3ccccc32)c1C#N	6.0
Cc1ccc(-c2nsc(SCC(N)=O)n2)cc1	-2.9
C[C@H]1CN([C@@H](C)CO)C(=O)c2cccc(NC(=O)c3cnccn3)c2O[C@H]1CN(C)Cc1ccncc1	23.0
CNC[C@@H]1Oc2ccc(NC(=O)C3CCCCC3)cc2C(=O)N([C@H](C)CO)C[C@H]1C	-1.1
C[C@@H]1CN([C@H](C)CO)C(=O)c2cc(NC(=O)Nc3ccc(F)cc3)ccc2O[C@@H]1CN(C)C(=O)Nc1cccc2ccccc12	6.3
CCN1CCCC1CNC(=O)c1cc(S(N)(=O)=O)ccc1OC (stereo unspecified)	1.3
CCc1ccc(N2CC34C=CC(O3)C(C(=O)OC)C4C2=O)cc1 (stereo unspecified)	1.5
CC(C)Cn1c(SCc2ccccc2)nnc1-c1ccncc1	-3.9
C[C@H](CO)N1C[C@H](C)[C@@H](CN(C)C(=O)Nc2ccc(F)cc2)Oc2c(NS(=O)(=O)c3ccc(F)cc3)cccc2C1=O	-1.4
O=C(CSc1nnc2n1CCCN2)c1ccccc1	4.1
Cc1ccc(S(=O)(=O)N(C)C[C@H]2Oc3ccc(NS(=O)(=O)c4c(C)noc4C)cc3C(=O)N([C@@H](C)CO)C[C@@H]2C)cc1	2.6
C[C@@H]1CN([C@H](C)CO)C(=O)c2cc(NC(=O)CCCN(C)C)ccc2O[C@H]1CN(C)Cc1ccc(C(F)(F)F)cc1	-6.4
O=C(Nc1ccccc1)c1ccc(CSc2nnc(-c3ccncc3)n2-c2ccccc2)cc1	109.2*
O=C(/C=C/Oc1ccc(Cl)cc1)c1ccc(Br)cc1	?
C=C(C(=O)O)[C@@H]1CC[C@@]2(C)CCC[C@@](C)(O)[C@@H]2C1	1.5
C[C@H]1CN([C@@H](C)CO)C(=O)c2cc(NS(=O)(=O)c3cccs3)ccc2O[C@@H]1CN(C)C(=O)Nc1cccc2ccccc12	-4.5
CC(C)(C)c1cc(C(C)(C)C)n(-c2ccc(-n3cccc3)cc2)n1	-12.0
COc1ccc(S(=O)(=O)N(C)C[C@H]2Oc3c(NS(=O)(=O)c4ccc(C)cc4)cccc3C(=O)N([C@@H](C)CO)C[C@@H]2C)cc1	9.2
COc1ccc(CC(=O)Nc2ccc(N3CCOCC3)cc2)cc1OC	16.5
Nc1ccccc1SCc1cccc(Cl)c1F	-16.7
Cc1c(Cl)cccc1NC(=O)CSc1nc2sc3c(c2c(=O)[nH]1)CCCC3	-1.3
O=C(CSc1nc2c(c(C(F)(F)F)n1)CCc1ccccc1-2)Nc1ccc(Cl)cc1	-7.5
C[C@@H]1CN([C@H](C)CO)C(=O)Cc2cc(NC(=O)c3ccncc3)ccc2O[C@H]1CN(C)S(=O)(=O)c1cccs1	0.6
C[C@H](CO)N1C[C@H](C)[C@H](CN(C)CC2CC2)Oc2c(NC(=O)c3ccc(-c4nccs4)cc3)cccc2C1=O	14.9
CC(C)NC(=O)N(C)C[C@H]1OCc2cnnn2CCCC(=O)N([C@H](C)CO)C[C@H]1C	45.5
Cc1c(C)c(C)c(CN2C(=O)c3ccccc3C2=O)c(C)c1C	31.1
C[C@@H]1CN([C@@H](C)CO)C(=O)c2cc(NC(=O)CCCCCC(=O)Nc3ccccc3N)ccc2O[C@H]1CN(C)C(=O)Nc1ccccc1	3.2
COCCOC(=O)N1C(=O)[C@@]2(c3cc(C#Cc4ccc(OC)cc4)ccc31)[C@H](c1ccc(O)cc1)N1[C@H](c3ccccc3)[C@H](c3ccccc3)OC(=O)[C@H]1[C@@H]2C(=O)N1CCCCCCC1	5.4
COc1cc(C)nc2nc(S(C)(=O)=O)nn12	-9.9
CC(=O)O[C@@H]1CC(C)=C2[C@H]1[C@H](C)CC[C@H]2/C=C(\C)C(=O)O	9.6
CCOC(=O)c1c(NC(=O)Cn2cnc3ccccc3c2=O)sc(C)c1C	0.6
Cc1cccc(NC(=O)Cn2cnc3sc(-c4ccccc4)cc3c2=O)c1	-11.2
COC(=O)CN1C(=S)N(c2ccccc2)C(=O)/C1=C/c1ccc(-c2ccc(Cl)cc2)o1	73.5
Cc1ccc(S(=O)(=O)Nc2ccccc2Oc2ccccc2)cc1	-8.4
COc1ccc(CCNC(=O)c2ccc3c(c2)NC(=O)/C(=C\c2ccc(C)cc2)S3)cc1OC	1.1
Cc1ccc(OCC(O)Cn2c(C)nc3ccccc32)cc1 (stereo unspecified)	0.8
C[C@H](O)[C@H](O)[C@@H](O)[C@@H](O)/C=N/NC(=O)c1ccccn1	10.6
CC1(C)CC[C@]2(C(=O)O)CC[C@]3(C)C(=CCC4[C@@]5(C)C[C@@H](O)[C@H](O)[C@@](C)(CO)C5CC[C@]43C)[C@@H]2[C@@H]1O (stereo partly specified)	5.1
Cc1cccc(NC(=O)CCc2nc(-c3ccc(Cl)cc3)no2)c1C	-11.6
CN(c1ccccc1C(=O)Nc1cccnc1)S(C)(=O)=O	4.8
CC1(C)Cc2ccccc2C(CSc2nc3c(c(C(F)(F)F)n2)CCCC3)=N1	0.0
CC(C)CCNC(=O)Cn1nc(-c2ccccc2)ccc1=O	-2.6
O=C(O)CCCCCC(=O)N/N=C/c1cccs1	-7.6
CC(C(=O)O)c1ccc(N2Cc3ccccc3C2=O)cc1 (stereo unspecified)	2.3
COc1ccc(CN(C)C[C@H]2Oc3ccc(NC(=O)Nc4ccc(OC)cc4)cc3CC(=O)N([C@H](C)CO)C[C@H]2C)cc1	1.7
Cc1cc(C)nc(NS(=O)(=O)c2ccc(NC(=O)c3ccco3)cc2)n1	-10.8
CC1CCCC(n2cnc3cc(C(=O)O)ccc32)C1C (stereo unspecified)	-8.6
CC(C)CC(C(=O)Oc1ccc2c3c(c(=O)oc2c1)CCC3)N1C(=O)c2ccccc2C1=O (stereo unspecified)	13.6
COc1ccc(NC(=O)Nc2ccc3c(c2)C(=O)N([C@@H](C)CO)C[C@H](C)[C@H](CN(C)C(=O)Nc2c(C)noc2C)O3)cc1	-6.4
CCOc1cc(S(=O)(=O)NC2CC(C)(C)NC(C)(C)C2)ccc1Cl	16.7
O=C1O[C@H](c2ccccc2)[C@H](c2ccccc2)N2[C@H]1[C@@H](C(=O)Nc1nc3ccccc3s1)[C@]1(C(=O)Nc3ccc(C#CC4(O)CCCCCC4)cc31)[C@H]2c1ccccc1OCCO	8.2
C[C@H]1CN([C@@H](C)CO)C(=O)c2cc(NS(C)(=O)=O)ccc2O[C@H]1CN(C)Cc1ccc(C(F)(F)F)cc1	-8.1
Cc1noc(C)c1NC(=O)N(C)C[C@@H]1Oc2ccc(NC(=O)Nc3ccc4c(c3)OCO4)cc2C(=O)N([C@@H](C)CO)C[C@@H]1C	-4.7
C[C@@H]1CN([C@H](C)CO)C(=O)c2cccc(NS(=O)(=O)c3ccc(Cl)cc3)c2O[C@@H]1CN(C)S(=O)(=O)c1ccc(Cl)cc1	0.5
C[C@H](CO)N1C[C@H](C)[C@@H](CN(C)Cc2ccncc2)Oc2c(NC(=O)c3ccncc3)cccc2C1=O	-3.8
C[C@H](CO)N1C[C@H](C)[C@@H](CN(C)S(=O)(=O)c2ccc(F)cc2)Oc2ccc(NC(=O)CCCN(C)C)cc2C1=O	-0.5

Ordered by molecular weight (rising): part of the list above.
structure	U2OS ROS induce
CC1CCCC(n2cnc3cc(C(=O)O)ccc32)C1C (stereo unspecified)	-8.6
C[C@H](CO)N1C[C@H](C)[C@@H](CN(C)Cc2ccncc2)Oc2c(NC(=O)c3ccncc3)cccc2C1=O	-3.8
C[C@H](CO)N1C[C@H](C)[C@@H](CN(C)S(=O)(=O)c2ccc(F)cc2)Oc2ccc(NC(=O)CCCN(C)C)cc2C1=O	-0.5

(continued)
structure	U2OS ROS induce
COc1cc(Cl)c(C)cc1NC(=O)CN(C)S(=O)(=O)c1ccc2ccccc2c1	4.1
COC(=O)C1=C(C)NC(C)=C(C(=O)OCCSc2ccccc2)C1C (stereo unspecified)	-5.8
COc1ccc(S(=O)(=O)N(C)C[C@@H]2OCCCC[C@@H](C)Oc3ccc(NC(=O)Nc4ccc(F)cc4)cc3C(=O)N([C@H](C)CO)C[C@@H]2C)cc1	59.7
Cc1noc(C)c1S(=O)(=O)N(C)C[C@@H]1OCCCC[C@@H](C)Oc2ccc(NC(=O)c3ccccc3)cc2C(=O)N([C@H](C)CO)C[C@@H]1C	15.7
C[C@H]1CN([C@@H](C)CO)C(=O)Cc2cc(NS(=O)(=O)c3ccc(Cl)cc3)ccc2O[C@H]1CN(C)Cc1ccc(C(F)(F)F)cc1	18.6
O=C(CSc1nc2ccc(C(=O)c3ccccc3)cc2[nH]1)Nc1cccc(Cl)c1	12.2
C=C(C)[C@@H]1CC=C(/C=N/NC(=O)c2ccccc2O)CC1	-11.4
C(=N\N1CCN(C2c3ccccc3-c3ccccc32)CC1)/c1cccs1	1.7
Cc1noc(C)c1S(=O)(=O)Nc1ccc2c(c1)C(=O)N([C@H](C)CO)C[C@H](C)[C@H](CN(C)S(=O)(=O)c1ccccc1)OCCCC[C@@H](C)O2	19.5
Cc1noc(C)c1S(=O)(=O)N(C)C[C@@H]1Oc2ccc(NS(=O)(=O)c3ccc(Cl)cc3)cc2CC(=O)N([C@@H](C)CO)C[C@@H]1C	13.0
C[C@H](CO)N1C[C@H](C)[C@@H](CN(C)Cc2ccc(C(F)(F)F)cc2)Oc2ccc(NS(=O)(=O)c3cccs3)cc2C1=O	63.4
C[C@@H]1CCCCO[C@@H](CN(C)Cc2ccncc2)[C@@H](C)CN([C@H](C)CO)C(=O)c2cc(NC(=O)Nc3ccc(F)cc3)ccc2O1	18.0
Cc1noc(C)c1NC(=O)Nc1ccc2c(c1)CC(=O)N([C@H](C)CO)C[C@H](C)[C@H](CN(C)CC1CCCCC1)O2	7.0
Cc1ccc(S(=O)(=O)N(C)C[C@H]2Oc3ccc(NC(=O)Nc4c(C)noc4C)cc3CC(=O)N([C@@H](C)CO)C[C@@H]2C)cc1	-11.1
CC(C)NC(=O)Nc1cccc2c1O[C@H](CN(C)C(=O)NC1CCCCC1)[C@H](C)CN([C@H](C)CO)C2=O	-5.5
C[C@@H]1CN([C@H](C)CO)C(=O)c2cc(NC(=O)Nc3ccc(C(F)(F)F)cc3)ccc2O[C@@H]1CN(C)C	-2.5
C[C@@H]1CN([C@H](C)CO)C(=O)c2cccc(NC(=O)c3cnccn3)c2O[C@H]1CN(C)CC1CCCCC1	-1.1
CC(C)C1NC(=S)NC2=C1CCCC2 (stereo unspecified)	22.6
C[C@@H]1CN([C@@H](C)CO)C(=O)c2cc(NC(=O)CCN3CCOCC3)ccc2O[C@H]1CN(C)Cc1ccc(Oc2ccccc2)cc1	-9.3
C[C@@H]1CN([C@H](C)CO)C(=O)CCCn2nncc2CO[C@@H]1CN(C)Cc1cccc2c1OCCCO2	42.6
Cc1ccc(-c2onc3ccc(Cl)cc23)cc1	-8.0
COc1ccc(C(=O)COc2ccc(NC(=O)c3cccc([N+](=O)[O-])c3)cc2)cc1	7.4
CC(=O)Nc1ccc(C(=O)CSc2nc3ccccc3o2)cc1	-11.0
COc1ccc(-c2nnc(SCC(N)=O)n2-c2ccc(Cl)cc2)cc1	38.7

A portion of the library. The share of hits here may be higher or lower than overall.
